# MITF inh = human MITF inhibition, primary screen; inhibition, % at 2.6 µM; AlphaScreen MITF homodimerization, bead proximity signal; hit rate 0.91% among 650,000; in the data active means inhibition above about 50%;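 further: 0% = vehicle wells with protein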
# Target sequence (O75030 whole entry, looked up): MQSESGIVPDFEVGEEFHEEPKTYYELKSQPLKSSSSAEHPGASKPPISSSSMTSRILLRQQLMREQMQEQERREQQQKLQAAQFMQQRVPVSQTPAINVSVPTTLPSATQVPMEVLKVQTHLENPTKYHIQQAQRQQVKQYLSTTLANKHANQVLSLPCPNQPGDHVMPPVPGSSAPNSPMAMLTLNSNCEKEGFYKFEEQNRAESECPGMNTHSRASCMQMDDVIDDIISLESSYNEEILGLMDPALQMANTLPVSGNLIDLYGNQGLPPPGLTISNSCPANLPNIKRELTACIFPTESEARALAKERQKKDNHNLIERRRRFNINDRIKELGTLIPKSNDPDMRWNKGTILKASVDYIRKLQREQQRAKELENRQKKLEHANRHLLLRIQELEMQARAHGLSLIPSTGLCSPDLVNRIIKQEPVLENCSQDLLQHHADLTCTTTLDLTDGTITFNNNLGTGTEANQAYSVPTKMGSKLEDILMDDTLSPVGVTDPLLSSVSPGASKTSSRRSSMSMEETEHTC
# GPR151 activ = activates the human receptor GPR151; activation, % at 11.2 µM; PathHunter beta-arrestin GPR151 cells, luminescence; AID 1508602; Q8TDV0; hit rate 1% among 650,000; in the data active means activation above about 4.9%;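 further: 0% = median of compound wells and 100% = cells with positive control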
# Target sequence (Q8TDV0 whole entry, looked up): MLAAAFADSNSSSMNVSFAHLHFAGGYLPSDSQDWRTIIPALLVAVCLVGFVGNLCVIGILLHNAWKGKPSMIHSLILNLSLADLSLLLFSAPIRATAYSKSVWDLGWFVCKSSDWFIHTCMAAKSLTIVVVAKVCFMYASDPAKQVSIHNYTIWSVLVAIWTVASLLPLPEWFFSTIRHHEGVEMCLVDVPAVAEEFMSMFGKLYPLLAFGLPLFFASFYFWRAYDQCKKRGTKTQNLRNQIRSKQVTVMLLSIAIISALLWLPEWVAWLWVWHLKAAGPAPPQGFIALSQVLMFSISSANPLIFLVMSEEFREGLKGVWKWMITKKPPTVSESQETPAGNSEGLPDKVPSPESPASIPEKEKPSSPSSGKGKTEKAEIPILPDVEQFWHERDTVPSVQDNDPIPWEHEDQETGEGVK
# TEAD-YAP inh = TEAD-YAP interaction inhibition; HEK-TIYL cells, TEAD-Gal4/YAP UAS-luciferase luminescence; inhibition, % at 9.12 µM; hit rate 1.4% among 640,000; AID 1259422; in the data active means inhibition above about 32%;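 further: 0% = median of test compound wells and 100% = reference inhibitor wells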
# FBW7 activator = human FBW7 E3 ligase activation, primary screen. Q969H0. AlphaScreen FBW7–phospho-cyclin E peptide binding, activator screen. normalized activity (activation), % at 26.1 µM. hit rate 0.13% among 650,000; in the data active means normalized activity above about 1.9%;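 further: purified mutant Fbw7 with reduced substrate affinity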
# Starred values were filed as active, the others as inactive.
SMILES,MITF inh,GPR151 activ,TEAD-YAP inh,FBW7 activator
CCOC(=O)C1CCCN(C(=O)CSc2nc(N)c3ccccc3n2)C1 (stereo unspecified),5,-1.1,4,0.0
Cc1ccc(N(C2C=CS(=O)(=O)C2)S(=O)(=O)c2ccc(F)cc2)cc1 (stereo unspecified),0,-0.7,4,0.6
CC(=O)n1nc(-c2cccnc2)nc1NCc1cccs1,10,0.2,-4,-0.1
N#CC1=C(N)Oc2n[nH]c(-c3cccs3)c2C1c1ccsc1 (stereo unspecified),-1,-1.3,4,-1.1
O=c1cc(Cc2ccccc2)[nH]c(=S)[nH]1,-2,3.8,-14,0.1
O=C(COc1ccccc1)N1CC[C@H]2[C@H](CCCN2C(=O)CC2=CCCCC2)C1,-14,-0.2,2,-0.2
CC(C)[C@@H](Cn1nc(-c2cccs2)ccc1=O)NC(=O)c1ccc(=O)[nH]n1,5,-0.8,0,0.1
Cn1c(=O)c2c(nc3n(CCc4ccccc4)c(-c4ccc(F)cc4)cn23)n(C)c1=O,-9,-0.2,3,-0.2
OCCCCNCc1cc(Br)ccc1OCc1ccccc1,3,1.9,-10,0.0
O=C(c1ccc(Br)cc1)N(Cc1cccc(Cl)c1)C1CCS(=O)(=O)C1 (stereo unspecified),-2,0.2,-5,0.2
COc1ccc(-n2c(C(C)N3CCCCC3)n[nH]c2=S)cc1 (stereo unspecified),-5,-0.7,0,0.1
CC1CC(C)CN(S(=O)(=O)c2ccc3c(c2)C(=O)c2cc(S(=O)(=O)N4CC(C)CC(C)C4)ccc2-3)C1 (stereo unspecified),11,0.3,6,0.2
CCOc1cc(/C=C2\SC(N)=NC2=O)ccc1OCCOc1cccc(OC)c1,13,1.1,13,0.0
O=c1/c(=C/c2cccs2)sc2n1CCCN=2,9,-4.3,-59,0.6
CC(O)CNCC(=O)Nc1ccc(Cl)cc1F (stereo unspecified),15,-0.3,1,-0.2
COc1ccc(CCN2C(=O)C=CC2=O)cc1,16,-1.1,12,0.5
O=C(NCc1cccnc1)[C@@H]1C[C@H](NCc2cccc(F)c2)CN1C1Cc2ccccc2C1,-1,-0.9,-5,0.0
O=C(CN1CCN(C(=O)c2ccco2)CC1)NN(Cc1ccccc1)c1ccccc1,34,5.4*,3,0.0
CC(=O)Nc1ccc(Nc2nc(Nc3cccc(N(C)C)c3)nc3c2ncn3CCN2CCCC2=O)cc1,5,-0.3,-5,0.6
CC(C)(C)CC(=O)N1CCN(S(=O)(=O)c2ccc(Br)cc2)CC1,-9,-0.3,3,0.0
Cc1cc(NC(=O)Cn2nnc(-c3ccc(NC(=O)c4ccc(F)cc4)cc3)n2)no1,9,-0.5,3,0.1
C=CCOc1ccccc1CN1CCc2c(C(=O)OC)c(OC(C)C)cc(=O)n2CC1,-3,-1.7,-5,-0.3
Cc1ccsc1C=Nc1ccc(C(N)=O)cc1,-8,-0.7,-7,-0.1
Cc1nc2c3c4c(sc3nc(C)n2n1)CCCC4,4,-0.3,-7,0.0
CCOc1ccc(NC(=O)N2CCCC(C(N)=O)C2)cc1 (stereo unspecified),11,-1.5,-4,0.3
COc1cccc(-c2csc(N3CCN(C(=O)Nc4ccc(Cl)cc4)CC3)n2)c1,6,-1.1,-18,0.1
O=C(NCc1n[nH]c(=S)n1-c1cccc(C(F)(F)F)c1)c1ccc(S(=O)(=O)N2CCOCC2)cc1,6,1.3,12,0.0
Cc1ccccc1-n1nc(C)c2c(C(=O)NN)cc(-c3ccncc3)nc21,7,1.4,4,0.1
COc1cccc(-n2c(=O)[nH]c3nc(-c4cncnc4)cnc32)c1OC,-3,-1.4,9,0.1
O=C1c2ccc(Oc3cccc([N+](=O)[O-])c3)cc2C(=O)N1c1ccccn1,21,3.4,-5,0.3
CCOC(=O)C1(CC2CCCCO2)CCN(C(=O)Nc2ccc(C(=O)OC)cc2)CC1 (stereo unspecified),-2,0.7,-28,0.4
O=C1CC(c2ccco2)CC2=C1C(c1ccccc1)C1=C(N2)c2ccccc2C1=O (stereo unspecified),-7,2.3,3,-0.3
O=C(Cc1ccc([N+](=O)[O-])cc1)Nc1ccc2c(c1)OCCO2,5,-2.4,-25,-0.2
CCOC(=O)C1=C(c2ccccc2)Nc2ncnn2C1c1ccccc1Cl (stereo unspecified),13,-1.3,-6,0.2
CC1(c2ccc(Cl)cc2)C(=O)Nc2cc(F)ccc21 (stereo unspecified),-6,0.5,-2,-0.1
O=C(Nc1ccc2c(c1)C(=O)N(c1ccccc1)C2=O)c1ccc2c(c1)C(=O)N(c1ccccc1)C2=O,3,0.3,-4,0.1
COc1cccc(-c2csc(NNC(=O)c3ccc(Cl)cc3)n2)c1,8,-1.5,11,0.6
CCOc1ccc2nc(NC(=O)CSc3nnnn3C3CCCCC3)sc2c1,-1,2.4,-1,0.2
COc1ccccc1OCC(=O)NCc1ccc(Cl)cc1Cl,5,-0.9,-13,0.6
CC(=O)c1cccc(NC(=O)Nc2ccc(S(=O)(=O)NC(=O)c3ccccc3)cc2)c1,18,-0.3,9,0.1
Cc1oc(-c2ccccc2)nc1CS(=O)CC(=O)N1CCN(c2ccccc2)CC1 (stereo unspecified),-4,0.2,8,-0.2
Cc1cccc(CSc2ncnc3c2c(-c2ccccc2)cn3-c2cccc(F)c2)c1,18,-0.3,-7,0.0
CC(NC(=O)C(=O)N/N=C/c1ccc2c(c1)OCO2)c1ccccc1 (stereo unspecified),7,-0.2,-14,-0.1
CCOC(=O)c1c(NC(=O)C(C)Sc2nnc(CNC(=O)c3ccccc3F)n2C2CCCCC2)sc2c1CCC2 (stereo unspecified),4,0.0,9,-0.1
CC(C)COc1ccc(C(=O)Nc2sc3c(c2C(N)=O)CCCCCC3)cc1,27,-1.9,-13,1.0
CCOC(=O)c1sc(NC(=O)/C(C#N)=C/c2ccc(OC)cc2)nc1C,1,0.2,9,0.1
CN1CCNC(=O)C1CC(=O)N1CCCC(c2nc3ccccc3c(=O)[nH]2)C1 (stereo unspecified),-2,-1.0,-4,0.1
C=C(C)CN1C(=O)NC(CC)(C2CCN(C(=O)Cn3cnc4ccccc43)CC2)C1=O (stereo unspecified),5,-0.6,0,0.1
COC(CNC(=O)CN1CCN(Cc2ccc(C)cc2)C1=O)OC,-3,-0.8,5,-0.2
COc1ccc(S(=O)(=O)N(CC(N)=O)C2CCCCC2)cc1OC,-7,0.3,-3,0.0

# Further structures.
SMILES,MITF inh,GPR151 activ,TEAD-YAP inh,FBW7 activator
O=C(c1cnc2sccn2c1=O)N1CCCC1,4,-0.4,10,-0.4
O=C(N/N=C\c1ccc(Cl)c([N+](=O)[O-])c1)c1ccccc1O,-3,-1.1,-24,0.0
CCn1cc(CN2CCC(n3nccc3NC(=O)Cc3ccccc3)CC2)c(C)n1,9,-0.8,8,-0.1
CCCC1=NN2C(=N)/C(=C/c3ccccc3OCCOc3ccc(C)cc3)C(=O)N=C2S1,13,1.0,-21,0.1
CC1CN(CCOCCOc2ccc3ccccc3c2)CC(C)O1 (stereo unspecified),25,1.3,-1,-0.4
CC(C)N=C(NS(=O)(=O)c1ccccc1)c1ccccc1F,11,0.4,15,0.6
Clc1nc(NCc2ccco2)c2ccccc2n1,0,-0.6,21,0.4
COc1cc(Nc2nc(SCc3ccc(Cl)cc3)nc3ccccc23)cc(OC)c1OC,12,1.1,-10,-0.1
CC(C)(C)NC(=O)Cn1c(SCC(=O)NCc2cccs2)nc2ccccc21,11,2.6,3,0.2
CN(c1ccc(Br)cc1)S(=O)(=O)c1ccc2[nH]cc(C(=O)N3CCC4(CC3)OCCO4)c(=O)c2c1,1,1.9,6,-0.1
Cc1ccc2c(c1)CN(CCNC(=O)C1COc3ccccc3C1)CC(C)O2 (stereo unspecified),8,-0.1,1,-0.1
CC1CCCN(C(=O)CN2CCC(O)(c3ccc4c(c3)OCO4)CC2)C1 (stereo unspecified),0,-0.6,-6,-0.1
COc1ccccc1NC(=O)CNC(=O)Cn1cnc2sc(C)c(C)c2c1=O,13,-0.6,-1,0.2
COc1cc(C2C3=C(CCCC3=O)Nc3ncnn32)cc(Br)c1O (stereo unspecified),16,-0.5,7,1.1
COc1ccccc1CNC(=O)c1sc2ncn(CC(=O)Nc3ccccc3OC)c(=O)c2c1C,9,-0.6,-5,-0.5
Cn1ccnc1C(NC(=O)N1CCCC1)c1ccc(F)c(F)c1 (stereo unspecified),4,1.0,0,-0.1
O=S(=O)(NCCSC1CCCCC1)c1ccc(F)cc1,-5,0.2,-3,0.0
COc1ccc(N2CCN(C(=O)C(C)Oc3ccc(F)cc3)CC2)cc1 (stereo unspecified),-11,-0.4,0,-0.2
NC(CCCCNC(=O)c1ccccc1)C(=O)O (stereo unspecified),7,5.0*,5,-0.1
COC(=O)c1ccccc1NC(=O)CSc1nc2sc3c(c2c(=O)[nH]1)CCC3,-9,-1.1,0,0.0
COc1ccc2[nH]c(=O)c(CN(C)C(=O)c3cccc(Cl)c3)cc2c1,-2,1.4,15,0.1
C(=N\N1CCCCC1)/c1ccc2c(c1)OCO2,1,0.9,-37,-0.1
OC(c1ccccc1)c1ccccn1 (stereo unspecified),6,1.6,8,0.0
Cc1cc(C(=O)COC(=O)c2ccc([N+](=O)[O-])o2)c(C)n1Cc1ccco1,13,-2.7,-3,0.0
CC1C=Cc2ccccc2N1C(=O)c1ccccc1 (stereo unspecified),3,-1.2,4,0.1
Cc1ccc2c(c1)C(=O)CC1(CCN(C(=O)c3cc(F)cc(F)c3)CC1)O2,-3,0.4,10,-0.1
CC(C)(C)NCCOCCOc1ccc(Br)cc1,34,-1.3,-9,-0.2
COc1ccc(-c2ccc(/C=C3\SC(=S)NC3=O)o2)c([N+](=O)[O-])c1,11,3.1,-1,-0.8
N#C/C(=C\c1ccc(O)c([N+](=O)[O-])c1)C(=O)NCc1ccco1,-4,1.2,11,-0.1
O=C(Nc1nnc(-c2cccc([N+](=O)[O-])c2)s1)c1ccccc1Br,-11,-0.5,-4,-0.3
COc1cc(N=Cc2nc(-c3ccccc3F)oc2O)c(C(=O)O)cc1OC,16,-0.5,-3,0.0
CCOc1ccc(-n2c(N)c(C#N)c3nc4ccccc4nc32)cc1,-11,-0.6,-4,0.3
CCc1ccc(C2CC(c3ccccc3Cl)n3ncnc3N2)cc1 (stereo unspecified),5,-0.4,4,-0.1
Cc1ccc(OCc2nnc(NC(=O)c3ncoc3-c3cccs3)s2)cc1,6,-0.2,0,0.1
Cc1ccc(C)c(NC(=O)OCC(C)C)c1,4,-0.2,-1,0.0
Cc1ccc(NC(=S)NC(=O)c2cccs2)cc1C,4,1.2,-46,-0.2
CCN(CCCNC(=O)c1n[nH]c(=O)c2ccccc12)Cc1ccccc1,21,0.0,15,0.0
CC(=O)N(C(C)=O)N1C(=O)C(Cc2ccccc2)N2C(=S)NC(C)(C)CC21C (stereo unspecified),10,-0.1,5,0.0
N#Cc1c(-c2ccccc2)nc(N2CCOCC2)[nH]c1=O,9,-0.6,0,0.4
O=C(c1ccc(CNc2c(N3CCCC3)c(=O)c2=O)cc1)N1CCc2ccccc21,2,1.6,9,-0.2
Cc1cccc2cc(CN(Cc3cccs3)C(=O)N3CCOCC3)c(=O)[nH]c12,-1,1.1,-1,0.1
COC(=O)c1cc(=O)n(-c2ccccc2)c(=Nc2ccccc2)s1,9,1.0,4,-0.2
COc1cccc(NC(=O)CSc2nc(O)c(C(C)C)c(=O)[nH]2)c1,6,-0.6,3,0.0
O=C(/C=C/c1ccc(Cl)cc1)Nc1ccc(S(=O)(=O)Nc2ncccn2)cc1,-16,-1.0,-1,0.1
CC(C)(O)C#Cc1ccc(C2C3=C(CC(C)(C)CC3=O)OC3=C2C(=O)CC(C)(C)C3)cc1,11,-1.1,0,0.1
CCOc1ccc2c(c1)-c1c(ssc1=S)C(C)(C)N2C(=O)CSC1=NCCS1,13,-0.5,12,-1.0
O=C(N/N=C/c1ccccc1C(F)(F)F)c1ccccc1F,2,2.0,-33,0.1
CCCc1nc(NC(C)=O)c(C#N)c(-c2ccco2)c1CC,13,0.2,-5,-0.1
CCOCCCn1c(=S)[nH]c2cc(C(=O)NCC3CCCO3)ccc2c1=O (stereo unspecified),1,0.5,-8,-0.1

# Screens: PubChem, The Scripps Research Institute Molecular Screening Center
